Assay outcomes as filed in PubChem BioAssay.
N370S GC: qHTS Assay for Inhibitors and Activators of N370S glucocerebrosidase as a Potential Chaperone Treatment of Gaucher Disease. 330,000 tested, 0.092% active. N370S GC spleen homogenate, 4MU-glucoside fluorescence. Potency, µM (highest dose often 59.4 µM), inactives show at the top dose activity change, negative = inhibition, most hits filed as inhibitors. AID 2101, 2009;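 note: 0% = full enzyme activity and -100% = no enzyme basal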
TDP1 cell noCPT: qHTS for Inhibitors of human tyrosyl-DNA phosphodiesterase 1 (TDP1): qHTS in cells in absence of CPT; DT40 Tdp1-/- hTDP1 cells, no CPT, ATP luminescence, 48 h; Potency, µM (titrated, usually from 46.2 µM), inactives show top-dose activity change, negative = growth inhibition, usual class: inhibitors; 420,000 tested, 15% active; note: nearly all actives have a fitted effect of over 55% in size
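Growth kinetics read by CellTiter-Glo luminescence after ≥48 hr at 37 °C. Cells: DT40 Tdp1-/- stably carrying human TDP1, 400 per well, compound exposure in the absence of CPT (DMSO vehicle).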
TDP1 inh: qHTS Assay for Inhibitors of Tyrosyl-DNA Phosphodiesterase (TDP1). Tyrosyl-DNA phosphodiesterase 1 (Homo sapiens), Q9NUW8. recombinant TDP1, AlphaScreen DNA substrate cleavage. Potency, µM (doses to about 130 µM), inactives show at the top dose activity change, negative = inhibition, actives largely listed as inhibitors. 350,000 tested, 0.28% active. AID 485290, 2010; note: nearly all actives have a fitted effect of over 40% in size
Target sequence (Q9NUW8 whole entry, looked up): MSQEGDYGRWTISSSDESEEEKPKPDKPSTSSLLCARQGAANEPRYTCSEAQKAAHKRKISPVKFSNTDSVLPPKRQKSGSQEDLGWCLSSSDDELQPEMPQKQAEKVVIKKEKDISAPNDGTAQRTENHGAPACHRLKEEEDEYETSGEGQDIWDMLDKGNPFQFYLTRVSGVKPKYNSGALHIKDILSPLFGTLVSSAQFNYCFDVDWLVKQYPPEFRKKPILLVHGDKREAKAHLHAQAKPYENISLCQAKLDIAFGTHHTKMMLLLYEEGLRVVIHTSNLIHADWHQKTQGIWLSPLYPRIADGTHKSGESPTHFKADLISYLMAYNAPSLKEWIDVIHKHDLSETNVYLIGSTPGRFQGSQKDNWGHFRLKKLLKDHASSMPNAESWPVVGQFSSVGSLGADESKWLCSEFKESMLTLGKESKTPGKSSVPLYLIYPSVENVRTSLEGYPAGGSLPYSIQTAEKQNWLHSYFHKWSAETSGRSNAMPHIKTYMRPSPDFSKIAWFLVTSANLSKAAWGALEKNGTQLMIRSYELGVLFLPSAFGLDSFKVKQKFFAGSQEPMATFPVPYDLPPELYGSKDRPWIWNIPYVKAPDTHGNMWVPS
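Enzyme-compound mixtures sat 15 min at room temperature, followed by a 5 min reaction with 15 nM final substrate and 10 min with AlphaScreen beads. Recombinant human Tdp1 was used at 1 nM final.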
* hit, by the source's call; ? = inconclusive; · = no result given; & = joins results of further samples; [ ] = dose if it differs, or a comment. Calls come from the whole dose curve; as a rule, active = well fitted curve in the direction sought with a large enough effect; inconclusive = small, poorly fitted or top-dose-only effect, or another doubt; inactive = no such curve, though single readings can be large; an effect the other way counts as inactive or inconclusive. Unless noted, % is set by controls: 0 for no effect and ±100 for the full control effect; potency is the fitted concentration of half-maximal effect. A portion of the library; rates above refer to the full screens.

SMILES	N370S GC	TDP1 cell noCPT	TDP1 inh
Clc1ccc(-c2nnc(-c3ccccc3)c(-c3c[nH]c4ccccc34)n2)cc1	-5%	-17%	-6%
O=S(=O)(N/N=C/c1ccc(OC2CSC2)cc1)c1ccccc1	7%	2%	-2%
CCCn1c(=O)c2ccccc2n2c(SCC(=O)c3cc(C)n(CCOC)c3C)nnc12	-3%	-29%	0%
COc1cc(C(=O)OCC(=O)c2c(N)n(C)c(=O)n(C)c2=O)ccc1OCCC(C)C	1%	-2%	-1%
CCCCNC(=O)CSc1nc2ccc(C)cc2[nH]1	-6%	-5%	3%
CCCCC(=O)NNC(=S)NC(=O)c1ccc(C)cc1	-10%	?	6%
Cc1ccc(S(=O)(=O)N[C@H]2COC(=O)C/C=C\[C@H](C)[C@@H](NS(=O)(=O)c3ccc(C)cc3)COC(=O)C/C=C\[C@@H]2C)cc1	6%[12.8 µM]	·	4%[21 µM]
CCS(=O)(=O)Nc1ccc(C2=NN(S(=O)(=O)CC)C(c3cccs3)C2)cc1 (stereo not given)	3%	4%	4%
Nc1sc(-c2ccccc2)cc1C(=O)O	4%	·	-4%
Cn1cccc1Cc1nnc(SCC(=O)Nc2ccccc2F)n1CCc1ccccc1	7%	-24%	8%
Cn1c(=O)[nH]c(=O)c2c1nc(CN1CCN(c3ccccc3F)CC1)n2CCc1ccccc1	-8%	?	·
Cc1nc2c(nnn2Cc2ccccc2Cl)c(=O)[nH]1	3%	-25%	·
Cc1ccc(NC(=O)Cn2c(=O)n(Cc3ccccc3)c(=O)c3c2c2cc(C)ccc2n3C)cc1	·	?	3%
CCC(=O)N1CCc2cc(S(=O)(=O)NCCC(=O)NCc3ccccc3Cl)ccc21	-19%	?	2%&2%
CCOc1ccc(C(=O)N(CN2CCCC2=O)c2ccc(C)cc2)cc1	-16%	23µM*	3%
CC(/C=N/NC(=O)c1ccc(Cn2cc([N+](=O)[O-])cn2)o1)=C\c1ccccc1	-12%	-10%	3%
COC(=O)C(C)Oc1ccc(Cc2ncc(C(F)(F)F)cc2Cl)cc1 (stereo not given)	6%	8%	·
CCN(C(=O)CCN1C(=O)c2ccccc2C1=O)C1CCCCC1	-1%	-23%	2%
CCOc1ccc(C2NC(=O)NC(C)=C2C(=O)OCc2ccccc2)cc1 (stereo not given)	-10%	?	·
COC(=O)c1ccc(N2CCCCC2)c(NS(=O)(=O)c2ccc(C)cc2)c1	29%	?	5%
O=C(CSc1nc2ccccc2s1)c1cc2ccccc2o1	21%	-11%	5%
COc1ccc(C)cc1S(=O)(=O)N1CCN(c2cccc(C(F)(F)F)c2)CC1	6%	?	-4%
O=c1c2oc3ccccc3c2n(Cc2ccccc2F)c(=O)n1Cc1ccc2c(c1)OCO2	·	?	5%
O=C(c1ccccc1)c1c[nH]c(C(=O)NCc2cccnc2)c1	-12%	-19%	-6%
CC1CCCCN1Cc1c(O)ccc2c(=O)c(-c3cccc(Cl)c3)c(C(F)(F)F)oc12 (stereo not given)	·	-9%	-3%
Remaining list, next part.
SMILES	N370S GC	TDP1 cell noCPT	TDP1 inh
CCCN(CC(=O)Nc1ccccc1C)C(=O)c1ccc(N2CCCCC2)c([N+](=O)[O-])c1	-29%	?	8%
CC(C)CCn1c(N)c(S(=O)(=O)c2cccs2)c2nc3ccccc3nc21	?	?	5%
Cc1nn(C2CCS(=O)(=O)C2)c2nc(C3CC3)cc(C(=O)Nc3ccc(C(N)=O)cc3)c12 (stereo not given)	?	1%	·
CNC(=S)Nc1ccc([N+](=O)[O-])cc1C	?	-11%	5%
COc1ccc(CNC(=O)CN(C)S(=O)(=O)c2ccccc2)cc1	-4%	14%	3%
CCOC(=O)C1=C(c2ccccc2)NC(SCC(=O)NC2CCCCC2)=C(C#N)C1c1ccco1 (stereo not given)	8%	2%	2%
COc1cccc(NC(=O)[C@@H]2CCC(=O)N2C2OC(=O)c3ccccc32)c1 (stereo not given in full)	-3%	-8%	·
CNC(=O)c1c(C)[nH]c(=S)c(C#N)c1-c1ccco1	0%	-3%	8%
O=C(O)COc1cccc(NC(=O)C2CCCO2)c1 (stereo not given)	-1%	?	2%
CN1CCN(NC(=O)COc2cccc(C(F)(F)F)c2)CC1	-12%	14%	5%
CCOC(=O)c1cc(-c2ccc(C)cc2)n(CCC(=O)N2CCN(c3ccccn3)CC2)c1C	5%	23µM*	-1%
O=C(CCCC(=O)N1CCc2ccccc21)N1CCc2ccccc21	15%	-11%	-4%
O=C(O)c1coc2ccccc12	-4%	7%	2%
CCOC(=O)CNC(=O)c1c2c(nc3ccccc13)CCCC2	1%	0%	2%
Cc1ccc(C(=O)Nc2ccc(C(=O)O)cc2)cc1S(=O)(=O)NCc1ccccc1	1%	7%	2%
O=C(N/N=C/c1ccnc2ccccc12)c1ccccc1O	-8%	12µM*	·
C=C(C)C(=O)OCC(O)COc1ccc(C(C)(C)c2ccc(OCC(O)COC(=O)C(=C)C)cc2)cc1 (stereo not given)	-15%	21µM*	·
S=C1NCN(Cc2cccnc2)CN1	-10%	14%	3%
CCCCN(Cc1ccccc1)C(=O)c1cnc2n(c1=O)CCS2	8%	-5%	-1%
O=C(CCC(=O)N1CCSc2ccccc21)NCCc1ccccc1	0%	-25%	·
O=C(COC(=O)c1cccs1)c1ccc2c(c1)OCCO2	26%	-4%	-2%
O=C(O)c1cc2c(N3CCC(Cc4ccccc4)CC3)ncnc2s1	2%	1%	5%
CCN(CC(=O)Nc1ccc(S(=O)(=O)N2CCCC2)cc1)CC(=O)Nc1cccc(OC)c1	23%	-7%	·
Cc1ccc(S(=O)(=O)c2c(N)n(CC3CCOC3)c3nc4ccccc4nc23)cc1 (stereo not given)	?	?	6%
O=C(NC1CCCCCC1)c1ccc(CS(=O)Cc2ccccc2Cl)o1 (stereo not given)	?	?	4%
New compounds follow:
SMILES	N370S GC	TDP1 cell noCPT	TDP1 inh
O=C1SC(Nc2ccc(Cl)cc2)C(=O)N1Cc1ccccc1 (stereo not given)	·	?	-1%[12.3 µM]
COCC(=O)N1CCC(n2nnc3cc(C(F)(F)F)ccc32)CC1	16%	-19%	0%
CCN(c1ccccc1)S(=O)(=O)c1ccc(C(=O)N(CCN(C)C)c2nc3c(F)cc(F)cc3s2)cc1	-13%	·	9%[56.1 µM]
CCOc1ccccc1N(CC(=O)N1CCc2ccccc2C1)S(=O)(=O)c1ccccc1	·	?	-5%[12.3 µM]
O=C1CC(N2CCCN(C3CC(=O)N(c4ccc(F)cc4)C3=O)CC2)C(=O)N1c1ccc(F)cc1 (stereo not given)	2%	?	7%
CC(C)C[C@H](NC(=O)c1nc[nH]c1C(=O)N1CCN(c2ccccc2)CC1)C(=O)OCc1ccccc1	4%	-13%	12%
Cc1c(C(=O)c2ccc(F)cc2)c2ccccn2c1CCc1ccccn1	3%	?	0%
COc1ccc(CN(C)C(=O)CSc2nnc(C3CC3)n2C2CC2)cc1	-6%	3%	-2%
COc1ccccc1NC(=O)CN1C(=O)C(C)(C)c2ccccc21	·	-27%	8%
O=S(=O)(O)CCN1CCOCC1	-22%	-6%	2%
COc1ccccc1NS(=O)(=O)c1ccc(C(=O)NCC(c2ccco2)N(C)C)cc1 (stereo not given)	·	-24%	0%
CCOc1ccc(-n2c(SCC(=O)OC)nc3sc4c(c3c2=O)CCN(C)C4)cc1	-5%	?	·
COC(=O)C1CCN(C(=O)COC(=O)c2cc([N+](=O)[O-])ccc2N2CCOCC2)CC1	·	3%	2%
CCOc1ccc2c(c1)c(=O)c(C(=O)c1ccccc1)cn2Cc1ccccc1F	·	21µM*	3%
O=C1NN=C(c2ccccc2)CC1c1ccc(Cl)cc1Cl (stereo not given)	7%	?	5%
COc1ccc(OCC(=O)Nc2ccc3c(c2)nc(CCN2CCC(C)CC2)n3C)cc1	-2%	9%	3%
Cc1ccnc(Sc2ccc([N+](=O)[O-])cc2[N+](=O)[O-])n1	·	0.58µM*	5%
O=C(O)c1cc([N+](=O)[O-])ccc1NCc1ccccc1	2%	-21%	5%
CCC(C(=O)Nc1ccccc1C(=O)N1CCOCC1)N1C(=O)c2ccccc2C1=O (stereo not given)	19%	-2%	8%
Cn1cnnc1SCc1ccccc1[N+](=O)[O-]	0%	9%	4%
CCOc1ccc(-c2nn(-c3ccccc3)cc2/C=C2\SC(N)=NC2=O)cc1C	1%	?	4%
CC(=O)N=c1sc2ccccc2n1C	6%	-7%	4%
Cc1ccccc1CS(=O)(=O)CCC(=O)N1CCN(c2ccc(N3CCOCC3)nn2)CC1	4%	-3%	0%
O=C(CSc1cc(Cl)ccc1Cl)NCC(=O)Nc1ccc(F)c(F)c1F	-14%	?	3%
Cc1cc(NC(=O)c2cc([N+](=O)[O-])cc([N+](=O)[O-])c2C)no1	3%	9%	5%
Other compounds.
SMILES	N370S GC	TDP1 cell noCPT	TDP1 inh
CC(C)Nc1nc(N(c2ccccc2)c2ccccc2)nc(-n2ccnc2)n1	6%	-25%	6%
Cc1ccc2oc(C(=O)Nc3ccc(S(=O)(=O)N4CCCCC4C)cc3)cc(=O)c2c1 (stereo not given)	·	?	2%
O=C(c1ccc(N2CCCC2)c([N+](=O)[O-])c1)N1CCN(S(=O)(=O)c2ccc(Cl)cc2)CC1	-17%	?	6%
O=C(Cn1cc([N+](=O)[O-])ccc1=O)N1CCCc2ccccc21	-3%	2%	·
O=C(c1ccco1)N1N=C2CCCCCC2C1(O)C(F)(F)F (stereo not given)	14%	-22%	0%
CCN(Cc1cccs1)C(=O)CN1C(=O)NC2(CCCc3ccccc32)C1=O (stereo not given)	·	-19%	1%
Cc1ccc([C@@H]2[C@@H]3C(=O)N(c4ccccc4)C(=O)[C@@H]3[C@]3(C)C(=O)N(Cc4ccccn4)CC(=O)N23)o1	-17%	-3%	·
COc1ccc(C(=O)CC2OC(=O)c3c2ccc(OC)c3OC)cc1 (stereo not given)	-3%	0%	-2%
Cc1cccc(NC(=S)NNC(=S)NC2CCCCC2)c1C	9%	-1%	7%
Cc1cccc(C)c1OCc1cc(=O)n2c3c(sc2n1)CCCC3	·	?	-4%
Cc1sc2ncnc(N=Nc3c(O)[nH]c4ccccc34)c2c1C	8%	23µM*	-5%
CCOC(=O)c1ccc(NC(=O)CC2SC3=NCCN3C2=O)cc1 (stereo not given)	-17%	16%	1%
O=C(CSc1nc2ccccc2[nH]1)NCCN1CCCCC1	3%	-20%	2%
CN(CCc1cnn(C)c1)Cc1nc(Cc2ccccc2)no1	3%	-14%	5%
Oc1c(N=Nc2ccc(F)cc2)ccc2ccccc12	3%	15µM*	·
CCCN(S(=O)(=O)c1ccc(OCC)cc1)S(=O)(=O)c1cccs1	3%	?	-4%
CCn1nc(C(=O)OCC(=O)c2c[nH]c3ccccc23)c2ccccc2c1=O	4%[2.35 µM]	-29%	6%
CCOC(=O)Cn1cnc2c(cnn2-c2ccc(Cl)cc2)c1=O	8%	?	-5%
Cc1ccc2c(COC(=O)c3cnc(C)cn3)cc(=O)oc2c1	8%	·	0%
Nc1cc(=O)[nH]c(SCCNS(=O)(=O)c2ccccc2)n1	11%	-4%	2%
O=C(NCCc1ccc(F)cc1)c1ccc(S(=O)(=O)N2CCCCC2)cc1	1%	?	0%
S=c1[nH]nc(-c2cc(-c3ccco3)[nH]n2)n1-c1ccccc1	1%	-12%	9%
